Screening data deposited in PubChem BioAssay by several laboratories.
HEK293 NOD2/NF-kB: NOD2 signaling inhibitors, cell-based, luminescence, uHTS, HEK293 (AID 1566); 290,000 tested, 0.63% active; inhibition, % at 4 µM; hits with a dose series show EC50 in µM; HEK293 NOD2/NF-kB luciferase reporter, luminescence; higher % means a stronger effect; further: many of its hits are not listed in these tables
NOD1 NF-kB reporter: NOD1 signaling inhibitors, primary screen, cell-based, luminescence, uHTS (AID 1578); NOD1-driven NF-kB luciferase reporter cells, luminescence; higher % means a stronger effect; one-dose inhibition, % at 4 µM; EC50 in µM for titrated hits; 290,000 tested, 1% active; in the data active means inhibition mostly above about 36%, no sharp cut-off; inactive means mostly below about 34%;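 further: HEK-293T reporter cells stimulated with the NOD1 agonist gamma-tri-DAP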
P. falciparum M17LAP: P. falciparum M17LAP inhibitors, primary screen, biochemical, fluorogenic H-Leu-NHMec substrate, 1536-well (AID 1619); one-dose inhibition, % at 30 µM; IC50 in µM for titrated hits; recombinant M17LAP, H-Leu-NHMec fluorogenic kinetic assay; higher % means a stronger effect; 220,000 tested, 0.38% active; Leucine aminopeptidase (Plasmodium falciparum (isolate 3D7));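 active means compound inhibiting the enzyme by more than half at any dose during confirmatory dose-response retesting; inconclusive means strong single-dose inhibitors picked by rank but not retested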;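 further: plate controls were full reaction with DMSO carrier for no effect and no enzyme background for full effect; strong numbers were not always called active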
KOR beta-arrestin-1: KOR agonists, beta-arrestin recruitment, primary screen, cell-based, luminescence, uHTS (AID 1777). KOR beta-arrestin recruitment, luminescence; higher % means a stronger effect. activation, % at 10 µM; hits with a dose series show EC50 in µM. 280,000 tested, 0.02% active; in the data active means activation above about 50%, passing the limit was not always enough; further: a part of the inactive calls stands beside numbers as strong as those of hits
P. falciparum M1AAP: P. falciparum M1AAP inhibitors, biochemical, fluorogenic H-Leu-NHMec substrate, 1536-well (AID 1445); Aminopeptidase N (Plasmodium falciparum (isolate 3D7)); recombinant M1AAP, H-Leu-NHMec fluorogenic kinetic assay; higher % means a stronger effect; inhibition, % at 30 µM, or IC50 in µM where a hit was titrated; 220,000 tested, 0.42% active;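 active means primary inhibition above the hit cutoff, then over 50% inhibition at one or more dose response concentrations, cut at about 23% in these data, passing the limit was not always enough; inconclusive means conflicting primary data, or primary hits not chosen for dose response; inactive means low primary inhibition, or under 50% at every dose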;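 further: plate controls were DMSO full reaction for no effect and no enzyme background for full effect; strong numbers were not always called active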
Dynein transport: inhibitors of GR-EGFP nuclear translocation, primary screen, dynein cargo transport inhibitor project, imaging, high-content, 3617.4 mouse cells. test concentration mostly 20 µM; stimulated with dexamethasone, 1 µM; stronger effect = lower value. z-score, hits read low. 220,000 tested, 0.47% active;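 active means plate z-score of nuclear minus cytoplasmic receptor signal below a set negative limit, without overly bright fluorescence or cell loss, cut at about -3.5 in these data, passing the limit was not always enough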;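 further: z-score of nuclear minus cytoplasmic ring GR-EGFP intensity difference per well; some compounds called inactive have numbers as strong as hits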
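Buffer or medium: tetracycline-free induction medium containing charcoal-stripped FBS / Reagent: dexamethasone agonist, 1.0 µM final, for 30 min / Technique: automated 10x imaging of fixed Hoechst-stained cells / Times: induction 48 h, compound 1 h, agonist 30 min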
GPR55 beta-arrestin: GPR55 agonists via beta-arrestin recruitment, primary screen, imaging, U2OS cells, beta-arrestin-GFP redistribution (AID 1961); G-protein coupled receptor 55 (Homo sapiens); U2OS GPR55 beta-arrestin-GFP redistribution imaging; higher % means a stronger effect; activation, % at 10 µM; hits with a dose series show EC50 in µM; 290,000 tested, 0.048% active;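 active means activation above 40% with more than 50 cells counted in the well; inconclusive means wells holding fewer than 50 cells, flagged as toxic or sparse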;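 further: U2OS osteosarcoma cells stably expressing GPR55 and beta-arrestin-GFP; plate controls were DMSO negative control for no effect and LPI positive control for full effect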
AID2073: inhibitors of Mint1-CaV2.2 protein interaction, biochemical, HTRF (AID 2073) | HTRF protein-protein interaction, Mint1-CaV2.2; higher % means a stronger effect | inhibition, % at 20 µM, or IC50 in µM where a hit was titrated | 290,000 tested, 0.19% active; in the data active means inhibition mostly above about 51%, no sharp cut-off; inconclusive means no clear call, values can overlap the other calls; inactive means mostly below about 53%; further: some results filed as inactive read as strong as hits
KOR beta-arrestin-2: KOR antagonists, beta-arrestin recruitment, cell-based, luminescence, uHTS (AID 1778); inhibition, % at 10 µM; hits with a dose series show IC50 in µM; 290,000 tested, 0.091% active; KOR beta-arrestin recruitment, luminescence, antagonist mode; higher % means a stronger effect; further: strong numbers were not always called active
Dynein transport cytoplasmic EGFP: further read-out of Dynein transport, marked with its call; z-score; measured here: cytoplasmic GR-EGFP intensity; stronger effect = higher value
Dynein transport nuclear GR-EGFP: also measured in Dynein transport; calls as there; z-score; measured here: nuclear GR-EGFP intensity;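 lower value marks the stronger effect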
Dynein transport cell count: also measured in Dynein transport; calls as there; z-score; measured here: cell count per field
Numbers without * were called inactive; ? = inconclusive; / = not tested or not shown; [ ] = remark or other dose. Unless noted, no stated cut-off is given here; in the data, active means inhibition above about 50%; inactive means the rest. Some of the compounds tested; count on the stated rates, not on these rows.

SMILES	HEK293 NOD2/NF-kB	NOD1 NF-kB reporter	P. falciparum M17LAP	KOR beta-arrestin-1	P. falciparum M1AAP	Dynein transport	Dynein transport cytoplasmic EGFP	Dynein transport nuclear GR-EGFP	Dynein transport cell count	GPR55 beta-arrestin	AID2073	KOR beta-arrestin-2
O=C1CC(c2ccco2)CC2=C1C(c1ccccc1)n1nc(C(F)(F)F)nc1N2 (centres undefined)	3%	-2%	0%	0.3%	8%	-0.75	-0.24	-0.65	-0.07	-0.1%	30%	-32%
C=CCc1cccc2cc(C(=O)N3CCOCC3)c(=O)oc12	-7%	18%	/	1.8%	/	/	/	/	/	-0.1%	11%	-25%[20 µM]
COc1ccc(N/N=C(C)/C(=N/O)C(=O)Nc2ccccc2)cc1	-32%	-65%	12%	-0.5%	7%	0.44	-0.16	0.33	0.011	0.2%	-14%	18%
Cc1ccc(-n2nnnc2-c2nc3ccccc3s2)cc1	0%	29%	-8%	-0.6%	1%	-0.48	-0.31	-0.5	0.42	-0.2%	21%	-20%
O=C(NCCc1ccccc1)C1CCCN(c2cnccn2)C1 (centres undefined)	-1%	3%	/	-1.2%	/	/	/	/	/	0.2%	8%	-7%
CC(C)[C@@H](NC(=O)C1CCC(CNC(=O)[C@H](Cc2ccccc2)NC(=O)OC(C)(C)C)CC1)C(=O)O (some centres undefined)	11%	3%	/	-4.5%	/	/	/	/	/	-0.1%	-5%	22%
CCN1CCN(CC#CCOc2ccccc2OC)CC1	-4%	-1%	/	0.2%	/	/	/	/	/	-0.2%	-4%	-1%[20 µM]
CC(Oc1ccccc1)C(=O)N1CCN(C(=O)C(C)Oc2ccccc2)CC1 (centres undefined)	8%	-14%	/	2.3%	/	/	/	/	/	0.1%	-5%	19%
Cc1ccc(C)c(NC(=O)CSc2nnc3n2CCCCC3)c1	2%	-20%	6%	-4.0%	5%	-0.82	-0.22	-0.58	0.27	0.3%	-5%	44%
C=C1CCC[C@]2(C)C[C@H]3OC(=O)C(CNCC(C)C)[C@H]3CC12 (some centres undefined)	10%	-6%	/	-1.3%	/	/	/	/	/	-0.1%	6%	28%
O=C(NCc1csc2ccc(Cl)cc12)Nc1ccccc1	6%	-3%	-9%	-4.7%	7%	0.37	-0.24	0.039	-0.15	0.2%	5%	-4%
O=C(CSc1nnc(-c2ccncc2)n1Cc1ccco1)OC1CCCCC1	2%	1%	7%	-0.4%	3%	1.9	-0.19	1.1	-0.88	-0.1%	-6%	-54%
COc1ccc(C2C(C(=O)Nc3ccccn3)=C(C)Nc3ncnn32)c(OC)c1 (centres undefined)	11%	-10%	8%	-6.4%	4%	-0.46	-0.13	0.057	-0.38	-0.2%	5%	11%
CCc1ccccc1-n1nnc(-c2ccccc2)n1	23%	0%	/	-1.2%	/	/	/	/	/	-0.1%	0%	14%
CCCCN1CC(O)=C(c2nc3ccccc3[nH]2)C1=N	-47%	-29%	1%	3.6%	-10%	-0.41	-0.23	-0.14	1.5	0.3%	-3%	-29%
Cc1cccc(C(=O)NCCC(=O)Nc2ccc(F)c([N+](=O)[O-])c2)c1	4%	-28%	/	-2.6%	/	/	/	/	/	0.5%	6%	5%
CN(C)CCCNC(=O)c1cc2sc3ccccc3c2s1	-18%	-40%	-1%	/	0%	-0.49	-0.13	-0.32	-0.2	-0.1%	-22%	-117%[20 µM]
N#Cc1ccc(CN2CCN(C(=O)c3ccccc3)CC2)c(Cl)c1	5%	-15%	2%	0.7%	5%	0.13	-0.18	0.51	0.76	0.2%	3%	-2%
COc1ccc(N2CC(O)(c3ccc(F)cc3)[N+]3=C2CCCC3)cc1 (centres undefined)	-4%	-25%	-5%	-0.3%	3%	-0.0013	-0.17	-0.23	-0.33	-0.6%	-4%	-21%
CCOc1ccc(N/C(C)=C/C(=O)c2ccc3c(c2)OCCO3)cc1	-10%	-10%	9%	1.5%	5%	0.66	0.44	0.33	0.012	0.4%	11%	-28%
CCC(Sc1nc(=O)cc(N)n1CCc1ccccc1)C(=O)Nc1cc(C)on1 (centres undefined)	15%	-5%	-1%	-1.3%	5%	-1.4	0.0047	-0.48	0.35	0.2%	1%	36%
CCOC(=O)N1CCC2(CC1)CC(=O)c1cc(O)ccc1O2	-4%	-21%	3%	-0.6%	6%	0.41	-0.13	0.55	-0.49	-0.1%	1%	17%
CCCc1cc(=O)n2[nH]c(-c3ccc(C)cc3)cc2n1	-67%	-55%	-3%	1.0%	0%	-0.31	-0.22	0.39	1.2	0.4%	-4%	2%
Oc1ccc(-c2ccccc2)cc1CN1CCCCCC1	-4%	2%	/	0.3%	/	/	/	/	/	0.0%	-8%	-11%
CCn1cc(C(=O)Nc2ccc(OC)c(OC)c2)c2cc(OC)c(OC)cc2c1=O	13%	3%	0%	-3.6%	-2%	-1.2	-0.33	-0.4	0.6	-0.1%	14%	-4%
Next section
SMILES	HEK293 NOD2/NF-kB	NOD1 NF-kB reporter	P. falciparum M17LAP	KOR beta-arrestin-1	P. falciparum M1AAP	Dynein transport	Dynein transport cytoplasmic EGFP	Dynein transport nuclear GR-EGFP	Dynein transport cell count	GPR55 beta-arrestin	AID2073	KOR beta-arrestin-2
CCOC(=O)C1CN(S(=O)(=O)c2ccc(C)cc2)c2ccccc2O1 (centres undefined)	2%	54%	/	0.6%	/	/	/	/	/	0.4%	3%	-22%[20 µM]
CCOc1ccccc1NC(=O)CCCc1nc2ccccc2c(=O)[nH]1	13%	-11%	-9%	-5.7%	0%	0.11	-0.12	0.73	-1.2	-0.1%	0%	24%
Cc1ccc(NC(=O)CCC(=O)c2cccs2)cc1F	-77%	-51%	/	8.5%	/	/	/	/	/	-0.4%	6%	-14%
COc1ccc2ccccc2c1C1CC(=O)N2CN(C)CSC2=C1C#N (centres undefined)	14%	-3%	-194%	3.2%	16%	-0.097	-0.34	0.097	0.26	0.5%	72%	12%
O=C(N[C@@H](Cc1ccc(O)cc1)C(=O)O)C(c1ccccc1)c1ccccc1	0%	-16%	2%	-2.1%	1%	-0.58	-0.32	-0.0052	0.57	0.2%	3%	5%
COc1ccc(-n2c(-c3ccc(Br)cc3)nc(=S)c3c2CCCC3)cc1	8%	6%	-2%	-0.7%	6%	-0.38	-0.25	-0.29	0.72	1.1%	6%	-1%
Cc1csc(/C(C#N)=N/O)n1	-2%	20%	9%	10%	13%	-0.59	-0.2	-0.14	0.77	-0.2%	-2%	-23%
O=C(Nc1ccccc1F)NC1CCCc2ccccc21 (centres undefined)	-23%	-14%	-3%	5.0%	-7%	0.29	-0.088	0.17	-1.4	-0.1%	9%	-10%
COc1ccccc1/C=C/CN1CCN(Cc2ccc(C)o2)C(CCO)C1 (centres undefined)	8%	-42%	7%	-0.5%	4%	-1.3	1.3	-0.3	0.59	-0.3%	4%	-22%
O=C(C=C1SCCS1)/C=C/c1ccco1	-44%	-12%	19%	-0.8%	13%	-1.3	-0.22	-1	1.2	-0.1%	?	-25%
Cc1nc2ccccc2c2nc3ccccc3n12	-18%	-48%	-4%	7.0%	7%	0.3	-0.23	0.64	-0.07	-0.2%	14%	-76%
Cc1cccc(Nc2ncnc3onc(-c4cccc(Cl)c4)c23)c1	16%	23%	/	-1.2%	/	/	/	/	/	-0.1%	8%	-38%[20 µM]
O=C(Nc1ccc(C(=O)O)cc1)/C(=C\c1ccccc1)NC(=O)c1ccccc1	3%	-21%	/	-0.2%	/	/	/	/	/	0.0%	-6%	-17%
N#CC(c1ccc(Cl)cc1)c1ccc2c(C(F)(F)F)cc(C(F)(F)F)nc2n1 (centres undefined)	44%	40%	0%	5.7%	1%	1.9	0.052	1.1	-1.7	0.0%	-3%	-16%
Cc1ccc2[nH]c(=O)c(CN(Cc3ccc4c(c3)OCO4)Cc3nnnn3C3CCCC3)cc2c1	-3%	-7%	-1%	31%	6%	-0.55	-0.23	-0.09	0.43	-0.4%	-2%	18%
O=C(NCCOc1nc(N2CCOCC2)nc(N2CCOCC2)n1)Nc1ccc(Cl)cc1	5%	8%	23%	-1.0%	-3%	0.021	-0.092	0.66	0.26	0.0%	8%	-24%
COC(=O)C1=C(N)Oc2cc(C)n(CCCn3ccnc3)c(=O)c2C1c1ccc(Cl)cc1 (centres undefined)	6%	22%	-13%	-3.4%	28%*	-0.44	-0.25	0.063	0.16	-1.0%	8%	12%
COc1ccc(-c2cc(C)no2)cc1S(=O)(=O)NCC(C)c1ccccc1 (centres undefined)	5%	29%	/	-3.7%	/	/	/	/	/	0.2%	5%	35%

Some of the entries above, reformatted:
smiles | HEK293 NOD2/NF-kB | NOD1 NF-kB reporter | P. falciparum M17LAP | KOR beta-arrestin-1 | P. falciparum M1AAP | Dynein transport | Dynein transport cytoplasmic EGFP | Dynein transport nuclear GR-EGFP | Dynein transport cell count | GPR55 beta-arrestin | AID2073 | KOR beta-arrestin-2
COc1ccc2ccccc2c1C1CC(=O)N2CN(C)CSC2=C1C#N (centres undefined) | 14% | -3% | -194% | 3.2% | 16% | -0.097 | -0.34 | 0.097 | 0.26 | 0.5% | 72% | 12%
O=C(N[C@@H](Cc1ccc(O)cc1)C(=O)O)C(c1ccccc1)c1ccccc1 | 0% | -16% | 2% | -2.1% | 1% | -0.58 | -0.32 | -0.0052 | 0.57 | 0.2% | 3% | 5%
COc1ccc(-n2c(-c3ccc(Br)cc3)nc(=S)c3c2CCCC3)cc1 | 8% | 6% | -2% | -0.7% | 6% | -0.38 | -0.25 | -0.29 | 0.72 | 1.1% | 6% | -1%
Cc1csc(/C(C#N)=N/O)n1 | -2% | 20% | 9% | 10% | 13% | -0.59 | -0.2 | -0.14 | 0.77 | -0.2% | -2% | -23%
O=C(Nc1ccccc1F)NC1CCCc2ccccc21 (centres undefined) | -23% | -14% | -3% | 5.0% | -7% | 0.29 | -0.088 | 0.17 | -1.4 | -0.1% | 9% | -10%
COc1ccccc1/C=C/CN1CCN(Cc2ccc(C)o2)C(CCO)C1 (centres undefined) | 8% | -42% | 7% | -0.5% | 4% | -1.3 | 1.3 | -0.3 | 0.59 | -0.3% | 4% | -22%
O=C(C=C1SCCS1)/C=C/c1ccco1 | -44% | -12% | 19% | -0.8% | 13% | -1.3 | -0.22 | -1 | 1.2 | -0.1% | ? | -25%
